# p53ts 39C tox: cytotoxicity in p53ts cells at nonpermissive temperature | H1299-p53A138V viability at 39C, ATP luminescence, 24 h | Potency, µM (doses to about 46.1 µM), for the others: at the top dose activity change, negative = cell killing, usual class: cytotoxic | hit rate 1.5% among 130,000; note: nearly all actives have a fitted effect of over 55% in size
# p53ts 32C kill: cytotoxicity in p53ts cells at permissive temperature. H1299-p53A138V at 32C, ATP luminescence viability, 24 h. hit rate 0.93% among 130,000. Potency, µM (top dose mostly 46.1 µM), inactives show at the top dose activity change, negative = cytotoxicity, actives largely listed as cytotoxic;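 note: 0% = DMSO and -100% = full killing by reference compound; nearly all actives have a fitted effect of over 55% in size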
#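 ATP-content luminescence (ATPlite) read-out after 24 h compound exposure at 32C in H1299-p53A138V cells (600/well). Tested up to 46 uM. Normalized to DMSO (0%) and 100 uM tamoxifen (100% killing); Hill-fit AC50.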
# IkB sig inh: suppresses IkB signaling in ABC-DLBCL reporter cells; ABC-DLBCL IkBa-CBG/CBR dual luciferase ratio, 4 h; response scale: scaled: untreated 0%, proteasome inhibitor 100%; Potency, µM (top dose mostly 57.1 µM), without a hit: at the top dose IkBa stabilization activation; hit rate 0.04% among 110,000; AID 445; active = well fitted curve in the direction sought with a large enough effect in the signal ratio, not every such curve was filed as active; inconclusive = small, poorly fitted or top-dose-only effect, or a change in a side signal; the % refers to the signal ratio;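 note: the direction sought is a rising ratio; 0% = basal untreated cells and 100% = reference inhibitor full response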
#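 In this assay, an IκBα–CBG68 fusion accumulates when IKK-driven degradation is blocked; native CBR normalizes for cell number. OCI-Ly3 cells were treated 4 h with compound and doxycycline, then green and red light read after Chroma-Glo addition.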
# Peg3 imprint: induces erasure of genomic imprints in mouse ES cells; AID 1948; Potency, µM (doses to about 60.7 µM), without a hit: at the highest dose activity change, positive = activation, usual class: activators; hit rate 0.02% among 110,000; mouse ES Peg3-LacZ reporter, beta-gal luminescence, 40 h;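 note: 0% = negative control wells on the plate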
#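 Imprint erasure is scored as LacZ activity from the silenced maternal Peg3 allele in feeder-free female ES cells cultured 40 h with LIF. Luminescence is normalized to in-plate negative controls and fitted to the Hill equation.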
# The depositor's hits bear a star; ? = inconclusive; . = not tested or not shown; [ ] = another dose, or the depositor's remark. Unless noted, calls come from the whole dose curve; as a rule, active = well fitted curve in the direction sought with a large enough effect; inconclusive = small, poorly fitted or top-dose-only effect, or another doubt; inactive = no such curve, though single readings can be large; an effect the other way counts as inactive or inconclusive. Unless noted, % is set by controls: 0 for no effect and ±100 for the full control effect; potency is the fitted concentration of half-maximal effect.
SMILES,p53ts 39C tox,p53ts 32C kill,IkB sig inh,Peg3 imprint
Cc1ccc(CN(Cc2ccco2)C(=O)c2ccc(OCC(C)C)cc2)cc1,-3%,16%,-1.2%,-16%[10.9 µM]
O=C(CN(CCc1ccccc1)C(=O)CN1C(=O)COc2ccccc21)NCc1ccco1,0%,1%,0.3%,-3%
Cc1cccc(NS(=O)(=O)c2ccc(Cl)c(C(=O)O)c2)c1,-7%,-2%,.,.
COc1ccc(S(=O)(=O)c2nnn(-c3cc(Cl)c(OC)cc3OC)c2C)cc1,11%,15%,?,-15%[10.9 µM]
O=C(CC(c1cccs1)N1Cc2ccccc2C1=O)Nc1ccc(F)cc1 (stereo not drawn),-11%,2%,2.6%,-8%[10.9 µM]
Clc1ccc(OCc2nn3c(-c4ccco4)nnc3s2)c(Cl)c1,-13%,-14%,-3.8%,-7%
O[C@H](CNc1ccccn1)c1ccccc1,5%[9.22 µM],10%[9.22 µM],-0.2%[11.4 µM],-12%[10.9 µM]
CC1=CC(=O)c2ccccc2C1=O,?,25µM*,?,-8%
Cc1ccc(NC(=O)C2CCCN2S(=O)(=O)c2ccc3c(c2)CCCC(=O)N3)cc1C (stereo not drawn),-9%,4%,0.0%,-7%[10.9 µM]
C=CCn1c(SCc2ccc(C#N)cc2)nnc1-c1cccc(Cl)c1,-8%,-10%,0.9%,-17%
CCN(Cc1ccccc1)C(=O)CN1C(=O)COc2ccc(S(=O)(=O)N(CC)CC)cc21,-16%,8%,-1.0%,-13%[10.9 µM]
O=[N+]([O-])c1ccc2c(c1)c(S(=O)(=O)O)cc1nonc12,23%[9.22 µM],4%[9.22 µM],-0.8%[11.4 µM],5%[10.9 µM]
COc1ccc(OC)c(-c2noc(CSc3nnc(-c4ccccc4)n3-c3ccccc3)n2)c1,-18%,6%,?,-14%[10.9 µM]
Cc1cc(C)c(/C=C/c2onc(C)c2S(=O)(=O)N2CCC(C(=O)NCCc3ccccc3)CC2)c(C)c1,-26%,-12%,?,-8%[10.9 µM]
O=C(CCC1N=C2c3ccccc3N=C(SCc3cccc(Cl)c3)N2C1=O)N1CCN(c2ccccc2)CC1 (stereo not drawn),-18%,7%,?,-8%[10.9 µM]
COc1ccc(NC(=O)N2CC[C@@]3(CCCN(C(=O)c4cnccn4)C3)C2)cc1,9%,0%,-1.2%[11.4 µM],.
CCC(C)c1ccc(OCC(=O)O)cc1 (stereo not drawn),-13%,-10%,-2.7%,?
CC(=O)c1cccc(NC(=O)c2nc(-c3ccccc3)n(-c3ccccc3)n2)c1,-2%,2%,2.9%,-8%[10.9 µM]
CCOC(=O)N1CCC(NS(=O)(=O)c2cc(Br)cc3c2N(C(=O)CC)CC3)CC1,8%,3%,1.4%,-9%
CC1CCCN(Cc2nc3c(c(=O)n(C)c(=O)n3C)n2CC(=O)c2ccccc2)C1 (stereo not drawn),?,?,?,-27%
CN1CC[C@@]23c4ccccc4N[C@H]1[C@]21CCN(C)[C@@H]3Nc2ccccc21,14%[20.6 µM],4%[20.6 µM],2.2%[25.6 µM],-5%[16.8 µM]
CS(=O)(=O)N(CC(=O)NC1CCCC1)c1ccc2c(c1)OCCO2,10%,3%,1.1%,-9%
CN(C1CCCCC1)S(=O)(=O)c1ccc2c(c1)c(=O)c(C(=O)N1CCN(c3ccc(F)cc3)CC1)cn2C,-4%,-3%,1.3%,6%[10.9 µM]
Cn1cc(CNC(=O)C23CC4CC(CC(C4)C2)C3)cn1,-8%,-7%,.,.
COc1ccc(OC)c(NC(=O)c2c(N3CCCC3=O)c3cc(OC)ccc3n2C)c1,-8%,8%,2.2%,-2%[10.9 µM]

# 2 compounds drawn at random from those above:
SMILES,p53ts 39C tox,p53ts 32C kill,IkB sig inh,Peg3 imprint
Cc1cc(C)c(/C=C/c2onc(C)c2S(=O)(=O)N2CCC(C(=O)NCCc3ccccc3)CC2)c(C)c1,-26%,-12%,?,-8%[10.9 µM]
CC1=CC(=O)c2ccccc2C1=O,?,25µM*,?,-8%

# Next structures.
SMILES,p53ts 39C tox,p53ts 32C kill,IkB sig inh,Peg3 imprint
COc1cccc(-c2nc(N3CCN(C)CC3)c3ccccc3n2)c1,-20%,-1%,-1.5%[11.4 µM],2%
COc1ccc(C2C(=O)N(C3CCCCCC3)CC(=O)N2Cc2ccccc2)cc1OC (stereo not drawn),1%,8%,1.6%,-13%
COc1ccc2ccccc2c1C1CC(=O)N2CN(Cc3ccco3)CSC2=C1C#N (stereo not drawn),2%,-4%,?,-10%
C=CCn1c(=O)c2c(nc3n2CCS3)n(C)c1=O,2%,-8%,0.7%,.
CC1=Nn2c(nnc2-c2ccccn2)SC1,0%,13%,-6.9%,-14%
CCOC(=O)c1cc(-c2ccc(OC)cc2)nn1Cc1ccccc1,-3%,-6%,-1.3%,-22%[10.9 µM]
Cc1cc(C)c2cc(CN(CCO)Cc3nnnn3Cc3ccccc3)c(=O)[nH]c2c1,-7%,1%,0.8%,-4%
CCCn1c(C)nc2c(N(C)CCN(C)C)nc(C)nc21,-2%,-5%,.,-2%
CCC(C)(C)n1nnnc1CN1CCN(c2nc3cc(OC)ccc3cc2C#N)CC1,-9%,3%,?,-19%
O=C(CSc1nc(-c2ccco2)cc(C(F)(F)F)n1)NCc1cccs1,-9%,-10%,0.6%,-12%
COCCN(C(=O)CCC(=O)Nc1ccccn1)C(C(=O)NCCC(C)C)c1ccc(OC)cc1 (stereo not drawn),6%,3%,5.4%,.
COc1ccc(C2C(=O)N(C3CCCCCC3)CC(=O)N2Cc2ccc(C)cc2)cc1OC (stereo not drawn),-28%,14%,1.8%,-12%[10.9 µM]
Cc1cc(C(=O)CN2C(=O)c3ccccc3S2(=O)=O)c(C)n1CC1CCCO1 (stereo not drawn),1µM*,2.5µM*,0.3%,-91%[inhibitor]
O=C(Cc1csc2ccccc12)NCc1ccc(F)cc1,11%,0%,-0.2%,-6%[10.9 µM]
Cc1ccc(NC(=O)N2CCN(c3cc(-c4noc(C)n4)ccc3C)CC2)c(F)c1,-12%,10%,?,-9%[10.9 µM]
CCC(C)[C@H](NC(=O)NCCCN1CCOCC1)C(=O)OC (stereo partly drawn),5%,5%,0.4%,0%
CCCC(=O)Nc1cccc(NC(=O)c2ccc3c(c2)OCCO3)c1,?,?,?,-58%[inhibitor]
CC(=O)c1cccc(Nc2ccc3cc(S(=O)(=O)N4CCC(C)CC4)ccc3n2)c1,-10%,20%,4.8%,-15%[10.9 µM]
N#Cc1ccc2c(c1)N(CCCN1CCC(O)CC1)c1ccccc1S2,-10%,-7%,.,2%
CCCN1C(=O)SC(CC(=O)Nc2ccccc2C)C1=O (stereo not drawn),6%,14%,.,.
COC(=O)c1cc(C)nc2c1c(=O)nc(SCc1cccc(C(F)(F)F)c1)n2C1CC1,14%,23%,?,?
Cc1cccc2cc(CN(CCCO)C(=O)Nc3cccc(Cl)c3)c(=O)[nH]c12,-12%,?,?,-19%
O=C(CN1C(=O)c2ccccc2S1(=O)=O)N1CCc2ccccc21,2µM*,?,1.3%,-25%
Cc1c(Cl)ccc2sc(N3CCN(C(=O)CCS(=O)(=O)c4ccc(F)cc4)CC3)nc12,-20%,2%,?,-18%[10.9 µM]
O=C(N/N=C/c1ccccc1O)/C(=C/c1ccccc1)CCO,?,0%,.,.
# Further results:
SMILES,p53ts 39C tox,p53ts 32C kill,IkB sig inh,Peg3 imprint
CS(=O)(=O)N(Cc1ccccc1)c1ccccn1,3%,13%,-1.0%,-11%
COc1ccc(C(=O)NNc2ncnc3c2cnn3-c2cccc(Cl)c2)cc1OC,-30%,?,?,-7%[10.9 µM]
CCCN(CCC)C(=O)Cn1c(=O)n(CCCCCC(=O)NCc2ccc3c(c2)OCO3)c(=O)c2sccc21,14%,5%,0.1%,-4%[10.9 µM]
Cc1ccccc1NC(=O)c1ccc2[nH]c(C)c(C)c2c1,?,-28%,?,-9%[10.9 µM]
CCOC(=O)C1=C(C)NC2=C(C(=O)C(C(=O)OC)C(C)C2)C1c1ccc(OC)c(O)c1 (stereo not drawn),7%,11%,-0.6%,-9%
CC1=C(c2ccc(Cl)cc2)S(=O)(=O)NC1=NCc1ccc(C)cc1,5%,1%,-0.8%,-9%[10.9 µM]
CC(C)c1ccc(NC(=O)C2CCCN(S(=O)(=O)c3cccc4nonc34)C2)cc1 (stereo not drawn),-22%,1%,1.6%,-9%[10.9 µM]
C=CCc1cccc(CNc2nc3ccccc3n2CCC)c1O,-15%,-13%,?,-23%
O=C1NC(c2ccccc2)=N/C1=C/c1ccco1,31%[activator],17%,.,.
O=C1COc2ccc3ccccc3c2CN1,4%,2%,-0.9%,3%
COc1ccc(CC(=O)Nc2nc3n(n2)C(c2ccccc2)CC(=O)N3)cc1OC (stereo not drawn),5%,12%,-1.0%,-8%
Cc1ccc(C2c3c(-c4ccccc4O)n[nH]c3C(=O)N2CCCO)cc1 (stereo not drawn),1%,19%,?,-10%[10.9 µM]
O=C(c1ccccc1-c1nc(-c2ccc(F)cc2)no1)N1CCCC1,-6%,1%,-1.6%,-6%
CC(=O)c1ccc(NC(=O)CC(c2cccs2)N2Cc3ccccc3C2=O)cc1 (stereo not drawn),-22%,-11%,0.9%,-11%[10.9 µM]
CC(=O)Nc1ccc(NC(=O)CCNS(=O)(=O)c2cccc3nsnc23)cc1,20%,-8%,0.1%,9%[10.9 µM]
COc1ccc(-c2nc3c(c(SCC(=O)N4CCCCC4)n2)Cc2cc(C)ccc2O3)cc1,0%,0%,0.4%,-3%[10.9 µM]
Fc1ccc(N2CCN(C(c3cccs3)c3nnnn3C3CCCC3)CC2)cc1 (stereo not drawn),-6%,8%,?,2%
Cc1cc(OCC(=O)Nc2ccncc2)ccc1Br,-7%,-8%,1.9%,-2%
Cc1nc(SCC(=O)Nc2ccc(C)c(F)c2)c2oc3ccccc3c2n1,-17%,4%,-1.5%,0%
CCN1CCN(c2ncnc3c2cnn3-c2ccc(F)cc2)CC1,-34%,-6%,?,-24%[10.9 µM]
O=C(O)CCC(NC(=O)OCc1ccccc1)C(=O)O (stereo not drawn),1%,12%,-0.8%,10%
CCCS(=O)(=O)N1CCCC(C(=O)NCCCN(C)Cc2ccccc2)C1 (stereo not drawn),1%,-13%,2.7%,16%
O=C(CCc1nc2ccccc2[nH]c1=O)OCC(=O)N1CCc2ccccc21,-2%,9%,-0.2%,-11%
CCOc1ccc(-c2nnc(SCC(=O)N(CC)CC)n2N)cc1,9%,0%,2.0%,-4%
CCOc1cc(CNC(=O)c2ccc3c(c2)N(C)C(=O)C2CCCCN32)cc(OCC)c1OCC (stereo not drawn),11%,-9%,2.1%,-7%[10.9 µM]
# Additional results
SMILES,p53ts 39C tox,p53ts 32C kill,IkB sig inh,Peg3 imprint
Cc1noc(C)c1S(=O)(=O)N1CCC(C(=O)N2CCN(c3ccc(Cl)cc3)CC2)CC1,-11%,-9%,1.9%,-28%
Cc1ccc2c(CC(=O)N(Cc3ccc(N(C)C)cc3)Cc3ccco3)coc2c1C,-24%,0%,?,8%[10.9 µM]
CCOC(=O)CN1C(=O)C(C)(C)Oc2ccc(C(=O)NC(C)(C)CC)cc21,7%,2%,0.3%,-10%
O=C(CSc1nc(-c2ccccc2)cn1-c1ccccc1)Nc1ccccc1,-1%,9%,?,29%[10.9 µM]
O=C(Nc1ccc(F)cc1)N1CCN(c2nc3ccccc3s2)CC1,-5%,-11%,?,-7%
COc1ccc(OCc2ccc(-c3nc4ccccc4c(=O)n3N)o2)cc1,-8%,-10%,?,-26%
COc1ccc(-c2cc(C(F)(F)F)nc(SCCC(=O)N3CCOCC3)n2)cc1,1%,-5%,-2.5%,.
COc1ccccc1CNc1ncncc1-c1cccc(C#N)c1,4%,0%,1.1%[11.4 µM],27%
Cc1ccnc(N2CCC(C(=O)Nc3nnc(C)s3)CC2)n1,1%,11%,-0.1%,-6%

# Ordered by molar mass (high to low): 3 of the compounds above.
SMILES,p53ts 39C tox,p53ts 32C kill,IkB sig inh,Peg3 imprint
COc1ccc(-c2cc(C(F)(F)F)nc(SCCC(=O)N3CCOCC3)n2)cc1,1%,-5%,-2.5%,.
Cc1ccc2c(CC(=O)N(Cc3ccc(N(C)C)cc3)Cc3ccco3)coc2c1C,-24%,0%,?,8%[10.9 µM]
CCOC(=O)CN1C(=O)C(C)(C)Oc2ccc(C(=O)NC(C)(C)CC)cc21,7%,2%,0.3%,-10%

# Look-ups from above:
# In Peg3 imprint, `N#Cc1ccc2c(c1)N(CCCN1CCC(O)CC1)c1ccccc1S2` is entered as 2%
# In Peg3 imprint, `COc1ccc(OCc2ccc(-c3nc4ccccc4c(=O)n3N)o2)cc1` is entered as -26%
